Bioassay records deposited in PubChem by National Center for Advancing Translational Sciences (NCATS).
MCF10A rerep: induces DNA re-replication in MCF 10a normal breast cells. MCF 10A DNA re-replication, Hoechst nuclear intensity, 48 h. Potency, µM (series often up to 46.1 µM), inactives show at the top dose activity, positive = re-replication, hits mostly activators. actives 2.9% (n = 350,000); also: potency is read from the fitted curve at half-maximal effect; % of control where 0% means no effect; nearly all actives have a fitted effect of over 50% in size
HT1080NT lethal: kills 2HG-producing HT-1080-NT fibrosarcoma cells; HT-1080-NT fibrosarcoma viability, CellTiter-Glo ATP luminescence, 48 h; Potency, µM (highest dose often 46.1 µM), for the others: at the top dose activity, negative = less viability, most hits filed as cytotoxic; actives 1.6% (n = 360,000);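 also: NT is the 2HG producing partner of a matched IDH1 knockdown line; potency is read from the fitted curve at half-maximal effect; 0% = DMSO-treated cells and -100% = media-only wells without cells; nearly all actives have a fitted effect of over 55% in size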
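Fibrosarcoma NT cells, 750 per well in 5% FBS RPMI, were exposed to compound for 48 hours. Viability: CellTiter-Glo luminescence.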
ATXN2 expr inh: reduces ATXN2 reporter expression in HEK-293 cells; Potency, µM (highest dose often 57 µM), without a hit: at the highest dose activity change, negative = inhibition, actives largely listed as inhibitors; HEK-293 ATXN2-luciferase reporter, luminescence, 24 h; actives 0.72% (n = 360,000); also: potency is read from the fitted curve at half-maximal effect; % is scaled to controls: 0 for no effect and ±100 for the full control effect; nearly all actives have a fitted effect of over 55% in size
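ATXN2-luciferase reporter cells (luciferase flanked by upstream and downstream ATXN2 gene portions) were treated 24 h at 37 °C with compounds at up to 57 uM. SteadyGlo luminescence gave expression; GF-AFC fluorescence gave viability.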
KB-3-1 tox: kills parental KB-3-1 adenocarcinoma cells; actives 1.4% (n = 400,000); Potency, µM (titrated, usually from 46.1 µM), for inactives: top-dose activity change, negative = cytotoxic, actives largely listed as cytotoxic; KB-3-1 viability, CellTiter-Glo ATP luminescence, 72 h; also: potency is read from the fitted curve at half-maximal effect; % is scaled to controls: 0 for no effect and ±100 for the full control effect; nearly all actives have a fitted effect of over 60% in size
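Luminescent ATP read-out (CellTiter-Glo) measures survival of drug-naive KB-3-1 cells after 72 h compound exposure at 37 °C. Titration series was screened from lowest to highest concentration, with DMSO vehicle plates as background controls.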
KB-V1 cytotox: KB-V1 MDR subline cytotoxicity. KB-V1 MDR cells viability, CellTiter-Glo, 72 h. Potency, µM (highest dose often 46.1 µM), for inactives: at the top dose activity change, negative = cytotoxicity, usual class: cytotoxic. actives 3.4% (n = 400,000). AID 1347076; also: potency is read from the fitted curve at half-maximal effect; % is scaled to controls: 0 for no effect and ±100 for the full control effect; nearly all actives have a fitted effect of over 60% in size
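Readout: CellTiter-Glo luminescence, 10 min after addition. Cells: KB-V1 MDR subline, 72 h at 37 degrees C with compound. Analysis: corrected, normalized data fitted to concentration-effect curves.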
IL1B secr inh: inflammasome signaling inhibition, IL-1 beta readout; THP-1 LPS/ATP IL-1B secretion, AlphaLISA, 16 h; active compounds read low; activity change, % at 57.5 µM; actives 4.7% (n = 360,000); AID 743279; in the data active = activity change below about -50%; inconclusive = mostly about -30% to -49%; also: % is scaled to controls: 0 for no effect and ±100 for the full control effect
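THP-1 cells pretreated 1 hr with compounds (up to 57.5 uM final), then stimulated with LPS (250 ng/mL final) plus ATP (1.25 mM final); secreted IL-1B measured by AlphaLISA after 16 hr, decreased signal indicating inhibition.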
HT1080 IDH1KD tx: kills HT-1080 cells with IDH1 knockdown. HT-1080 IDH1 knockdown viability, ATP luminescence, 48 h. Potency, µM (top dose mostly 46.1 µM), without a hit: at the top dose activity, negative = toxicity, usual class: cytotoxic. actives 2% (n = 360,000);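 also: potency is read from the fitted curve at half-maximal effect; 0% = DMSO wells and -100% = cell-free medium wells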
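Assay cells: HT-1080 with IDH1 knockdown, 750 per well, RPMI/5% FBS. Exposure: 48 h at 37 °C following 2 h pre-incubation. Read: CellTiter-Glo luminescence; fitted concentration-response, curve class assigned.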
SW480 rerep: induces DNA re-replication in SW480 colon adenocarcinoma cells; actives 1.8% (n = 340,000); SW480 DNA re-replication, Hoechst DNA content imaging, 48 h; Potency, µM (highest dose often 46.1 µM), without a hit: at the top dose re-replication activation, usual class: activators; also: potency is read from the fitted curve at half-maximal effect; % of control where 0% means no effect; nearly all actives have a fitted effect of over 55% in size
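DNA re-replication was detected as more nuclei of elevated Hoechst intensity after 48 hr exposure to compound (23 nL pinned per well of 250 cells).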
S2 tox: reduces viability in counter-screen for ATXN expression inhibitors. S2 cells (HEK-293 line with an ATXN2-luciferase reporter) viability, CellTiter-Fluor protease fluorescence, 24 h. Potency, µM (titrated, usually from 56.7 µM), actives largely listed as cytotoxic. actives 0.49% (n = 400,000); also: potency is read from the fitted curve at half-maximal effect; nearly all actives have a fitted effect of over 40% in size
* hit, by the source's call; i = inactive; u = inconclusive; x = no result given; [ ] = dose if it differs, or a comment. Unless noted, calls follow the shape of the dose curve; as a rule, active = well fitted curve in the direction sought with a large enough effect; inconclusive = small, poorly fitted or top-dose-only effect, or another doubt; inactive = no such curve, though single readings can be large; an effect the other way counts as inactive or inconclusive.

The line under a structure holds: MCF10A rerep | HT1080NT lethal | ATXN2 expr inh | KB-3-1 tox | KB-V1 cytotox | IL1B secr inh | HT1080 IDH1KD tx | SW480 rerep | S2 tox
[1] Cn1nc(C(F)(F)F)c(C(=O)Nc2ccc(F)cc2F)c1Oc1cccc(Cl)c1
    -11% | -5% | -3% | -25% | u | -2 | -29% | 0% | i
[2] CC(C)CC1Nc2ncnc(N3CCCCC3)c2N(Cc2ccccc2)C1=O (stereo unspecified)
    13% | u | -15% | -7% | -5% | -15 | -12% | u | u
[3] CN(Cc1ccccc1)C(=O)CCS(=O)(=O)c1cc2c(cc1Cl)NC(=O)CO2
    4% | 4% | 4% | 18% | 15% | -6 | -1% | -4% | i
[4] CCCn1c(SCCN2CCOCC2)nc2c1c(=O)n(C)c(=O)n2C
    1% | -15% | 2% | 3% | -1% | 13 | -7% | 3% | i
[5] Cc1ccc(OCCOCCN2CCCCC2)c([N+](=O)[O-])c1
    -1% | 7% | x | 5% | 0% | 0 | 3% | u | i
[6] O=C(Nc1ccc(Cl)c(Cl)c1)N1CCSC1c1ccco1 (stereo unspecified)
    17% | -1% | 70%[activator] | -15% | -24% | u | -20% | 9% | i
[7] Cc1ccc2cc(C#N)c(N3CCCN(S(=O)(=O)c4ccccc4)CC3)nc2c1
    250%[0.0737 µM] | 2% | -18% | -7% | -8% | 35 | 25% | u | i
[8] O=C1COc2ccc(C(=O)COC(=O)/C=C/c3ccc(Br)o3)cc2N1
    0% | -9% | u | -20% | u | 0 | -26% | 14% | i
[9] Cc1cc(C)c2c(=O)cc(C(=O)Nc3ccc(S(=O)(=O)Nc4nc(C)cc(C)n4)cc3)oc2c1
    x | x | 7% | -14% | -11% | x | x | x | i
[10] CCc1nc(Nc2cccc(O)c2)c2oc3ccccc3c2n1
    u | u | u | u | u | u | u | u | u
[11] Cc1ccc(S(=O)(=O)c2cn(Cc3ccc(F)cc3)c3cc4c(cc3c2=O)OCO4)cc1
    -1% | 10% | 3% | -16% | -5% | -30 | 15% | -7% | i
[12] O=C(O)C1CCCN1S(=O)(=O)c1cccc2nsnc12 (stereo unspecified)
    6% | 1% | u | 2% | 15% | 1 | 14% | -3% | i
[13] Cc1cccc(Cl)c1NC(=S)NN
    u | 3% | -14% | -8% | 11% | -8 | 2% | u | i
[14] Cc1ccc(OCc2nnc(SCC(=O)Nc3ccccc3C(C)C)o2)cc1
    x | x | 4% | 2% | -1% | x | x | x | i
[15] Cc1cc(F)ccc1-n1nnc(C(N)=O)c1C
    x | x | 6% | 0% | 26% | x | x | x | i
[16] Cc1cccc(NC(=O)CSc2cn[nH]n2)c1
    -5% | 11% | 25% | 1% | -2% | -6 | 17% | -2% | i
[17] O=C(c1cc(C2CCCCN2S(=O)(=O)c2cccs2)on1)N1CCOCC1 (stereo unspecified)
    x | -3% | 6% | 0% | -7% | 23 | 9% | x | i
[18] CN(C)[C@@H](CO)c1nnc([C@H](CC(=O)O)NC(=O)C2CCNCC2)o1
    -19% | 0% | 6% | 22% | u | 2 | 9% | 1% | i
[19] CC1CCCC(C)N1C(=O)CSc1nnnn1-c1cccc2c1CCCC2 (stereo unspecified)
    -1% | -6% | -16% | 1% | 0% | -22 | -9% | -1% | i
[20] CC(=O)NCCc1ccc(S(=O)(=O)N2CCCC2)cc1
    -1% | 6% | 4% | 0% | 10% | 26 | 11% | -2% | i
[21] COc1ccc(Nc2oc(-c3ccc(OC)cc3)nc2C#N)cc1
    0% | 0% | 101%[activator] | 17% | -17% | -4 | 7% | -31% | i
[22] COc1cccc(Cl)c1NC(=O)N1CCc2c([nH]c3ccccc23)C1C(F)(F)F (stereo unspecified)
    5.8µM* | 21µM* | u | 6% | -1% | -8 | u | u | u
[23] Cc1ccc(Nc2ncnc3c2cnn3-c2ccccc2)c(C)c1
    x | x | 41%[activator] | 5% | u | x | x | x | i
[24] CC1CCCN(C(=O)COC(=O)CNS(=O)(=O)c2ccc3ccccc3c2)C1 (stereo unspecified)
    3% | -5% | -7% | 2% | -7% | 3 | 8% | -5% | i
[25] CCOC(=O)N1C(=O)[C@@](c2ccc(Cl)cc2)(C(C)C)N1C(=O)OCC
    21µM* | u | u | -3% | u | -113* | u | u | x
[26] C[C@@H]1ON(C)[C@H]2C[C@H]3c4cc(N5CCOCC5)ccc4CCN3C(=O)[C@@H]12
    5% | 2% | -1% | 1% | 3% | 4 | -2% | u | i
[27] CCN(CC)S(=O)(=O)c1ccc(/C=C/C(=O)Nc2ccc(Br)cc2F)cc1
    u | -17% | u | u | -15% | 39 | -19% | 15% | u
[28] O=C(Nc1nnc(SCC(=O)N2CCCc3ccccc32)s1)c1cccc2ccccc12
    -2% | -17% | 4% | 1% | -9% | 6 | -15% | -4% | i
[29] CN1CCN(C(=S)NC(CC(=O)c2ccccc2)c2ccccc2)CC1 (stereo unspecified)
    -22% | 1% | -11% | 7% | u | -52* | -15% | -41%[inhibitor] | i
[30] CC1(C)CC(NC(=O)C2CCN(S(=O)(=O)c3ccc(Cl)c(C(F)(F)F)c3)CC2)CC(C)(C)N1
    4% | -6% | x | -7% | 15% | u | -14% | -2% | i
[31] COc1ccccc1NC(=O)Cn1c(SCC(=O)Nc2ccc(F)cc2)nc2ccccc21
    x | x | 1% | 11% | -2% | x | x | x | i
[32] O=C(Nc1cccc(Cl)c1)Nc1ccccc1C(=O)NCc1ccco1
    6% | -22% | 40%[activator] | -4% | -1% | -53* | u | -1% | i
[33] Cc1ccc(S(=O)(=O)CCC(=O)OCc2nnc(-c3ccccc3Br)o2)cc1
    0% | 7% | 4% | 25% | u | -6 | 9% | 0% | i
[34] Cn1c(=O)c2sccc2n2c(CCC(=O)NCc3ccc(F)cc3)nnc12
    x | x | -5% | 4% | 23% | x | x | x | i
[35] COCCN1Cc2cccc(C(=O)NCc3ccccc3OC)c2C1=O
    0% | 0% | 5% | 17% | u | 10 | 7% | 0% | i
[36] CCNC(=O)Nn1c(C)nnc1C
    -1% | 22% | 8% | 9% | 12% | 11 | 17% | -4% | i
[37] CCOc1ccc(NC(=O)CCN2CCN(c3ccccc3F)CC2)cc1
    u | u | -21% | u | u | 42 | u | 18µM* | u
[38] CC(=O)Oc1ccc(C(=O)Nc2cccc(C(=O)c3ccc(C)c(C)c3)c2)cc1
    u | -5% | x | 16µM* | 9.2µM* | -6 | u | -6% | u
[39] CCOC(=O)[C@]12CCC=C1N(CCC1=CCCCC1)C(=O)[C@H](CC(=O)NCc1cccs1)C2
    x | 10% | 7% | -8% | -35% | -1 | 3% | x | i
[40] O=C(Cc1ccc(Cl)cc1)NC1CC(=O)N(c2ccc3c(c2)OCCO3)C1 (stereo unspecified)
    x | x | 12% | 0% | -10% | x | x | x | i
[41] COc1ccc(/C=N/NC(=O)c2cccnc2)cc1CSc1nc2ccccc2s1
    u | u | 2% | u | 12µM* | 7 | u | 21µM* | i
[42] CC(=O)Nc1c(C)cc(OCC(=O)O)cc1C
    -4% | 0% | 4% | -3% | 19% | 0 | 0% | 0% | i
